Compound activity (PubChem)
PV pol inh – poliovirus RdRp elongation inhibitors, primary screen, biochemical, fluorescence polarization, total intensity; poliovirus polymerase elongation; hits give low values; % elongation, % (compound at 16.7 µg/mL); hit rate 0.66% among 150,000; AID 588519, 2011; in the data active = % elongation below about 90%; also: some results filed as inactive read as strong as hits
Target sequence (P03300 1749-2209 limits assumed): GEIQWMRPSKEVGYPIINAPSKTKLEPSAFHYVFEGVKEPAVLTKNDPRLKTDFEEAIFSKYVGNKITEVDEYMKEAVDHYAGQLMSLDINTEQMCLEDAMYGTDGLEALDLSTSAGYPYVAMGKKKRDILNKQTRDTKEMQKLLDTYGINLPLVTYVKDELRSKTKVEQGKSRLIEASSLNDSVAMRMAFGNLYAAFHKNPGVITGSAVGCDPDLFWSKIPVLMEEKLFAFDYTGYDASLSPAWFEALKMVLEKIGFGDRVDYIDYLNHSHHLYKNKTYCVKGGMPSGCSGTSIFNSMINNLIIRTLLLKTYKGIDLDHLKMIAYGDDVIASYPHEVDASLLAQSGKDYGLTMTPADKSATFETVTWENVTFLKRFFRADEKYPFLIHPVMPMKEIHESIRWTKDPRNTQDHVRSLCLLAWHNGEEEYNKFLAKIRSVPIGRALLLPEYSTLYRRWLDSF
PV pol inh FP z-score – further read-out of PV pol inh, marked with its call; z-score; measured here: FP z-score; hits read low
* hit, by the source's call. An excerpt; count on the stated rates, not on these rows.

The line under a structure holds: PV pol inh | PV pol inh FP z-score
Cc1ccccc1Nc1nc(N)nc(Cn2ccsc2=N)n1
  96 | -0.4
CCc1ccccc1N1CC(c2nc3ccccc3[nH]2)CC1=O (stereo unspecified)
  104 | 0.5
Fc1ccc(CNc2ncnc3onc(-c4ccc(F)cc4)c23)cc1
  108 | 0.3
N#Cc1cc(C#N)c(SCC(=O)NCCN2C(=O)CSC2=O)nc1N
  124 | 2.5
CN1CCN(c2ccccc2NC(=O)c2cccs2)CC1
  100 | 0.1
Cc1cccc(NC(=S)NN)c1
  101 | -0.2
COc1cccc(OCc2nc3ccccc3n2Cc2ccccc2)c1
  111 | 0.9
Cn1cccc1/C=C1/C(=O)NC(=O)N(Cc2ccccc2)C1=O
  102 | 0.4
O=C(O)C1C2C=CC(C2)C1C(=O)N1CCN(C2CCCCC2)CC1 (stereo unspecified)
  101 | -0.6
COc1ccc2c(CNCc3cccs3)c(C(=O)O)n(Cc3ccccc3C)c2c1
  113 | 1.1
CC1Sc2ccc(C(=O)NCCc3ccccn3)cc2NC1=O (stereo unspecified)
  102 | -0.2
CCOC(=O)c1oc2ccc3c(c2c1C)C(=O)CC1(CCCC1)O3
  103 | 0.2
COc1cccc(NC2C=CS(=O)(=O)C2)c1 (stereo unspecified)
  101 | -0.2
CCCN1C(=O)c2[nH]nc(-c3ccc(F)cc3)c2C1c1ccc(O)c(OCC)c1 (stereo unspecified)
  111 | 0.7
O=C(CN1CCCN(S(=O)(=O)c2ccc(Br)s2)CC1)Nc1ccc(Cl)cc1
  101 | 0
O=C(CCCn1c(=O)oc2ccccc21)Oc1ccc(-c2nnco2)cc1
  96 | -0.6
CC1=NN(c2ccc(Br)cc2)C(=O)/C1=C/c1ccc(-c2ccc3c(c2)C(=O)NC3=O)o1
  104 | 0.5
O=C(/C=C(\O)c1ccc(Cl)cc1)C(F)(F)F
  103 | 1.3
Cn1c(C(=O)N2CCCCC2)cc2sccc21
  103 | 0.5
COc1ccc(Cl)cc1S(=O)(=O)NC1CCCC1
  100 | 0
CCOc1ccc(CN(CCc2ccc3c(c2)OCO3)Cc2cccc(OC)c2)cc1
  100 | -1.5
CCCn1nnnc1NC(=O)c1cccnc1Cl
  101 | -0.3
Cc1nnc(NC(=O)c2ccccc2SCC(=O)NC2CCCCCCC2)o1
  105 | 0.3
COc1cc(NC(=O)c2nn(-c3ccc(F)cc3)c(=O)n(C)c2=O)cc(OC)c1OC
  106 | -0.2
COc1ccc(CNc2ncnc3onc(C)c23)cc1
  97 | -0.6
NCC(O)C(O)C(O)c1cnn(-c2ccccc2)n1 (stereo unspecified)
  103 | 0
CCN(CC)c1ccc(C(=O)N/N=C2\CC3CC=CC23)cc1 (stereo unspecified)
  101 | -0.7
CCn1c(=O)c(C(=O)Nc2cc(OC)c(OC)c(OC)c2)nc2ccccc21
  109 | -0.7
Cc1cc(C)n(CCCNC(=O)CSc2ccc(S(=O)(=O)N(C)C3CCCCC3)cn2)n1
  99 | -0.4
Cn1cnnc1SCNC(=O)c1cc2ccccc2o1
  99 | -0.1

Profiles as entered above. Order of screens: PV pol inh, PV pol inh FP z-score
O=C(O)C1C2C=CC(C2)C1C(=O)N1CCN(C2CCCCC2)CC1 (stereo unspecified) in the list: 101, -0.6
Cc1cc(C)n(CCCNC(=O)CSc2ccc(S(=O)(=O)N(C)C3CCCCC3)cn2)n1 in the list: 99, -0.4
NCC(O)C(O)C(O)c1cnn(-c2ccccc2)n1 (stereo unspecified) in the list: 103, 0
CCOC(=O)c1oc2ccc3c(c2c1C)C(=O)CC1(CCCC1)O3 in the list: 103, 0.2
CCc1ccccc1N1CC(c2nc3ccccc3[nH]2)CC1=O (stereo unspecified) in the list: 104, 0.5

3 entries already listed, arranged by heavy-atom count, rising:
The line under a structure holds: PV pol inh | PV pol inh FP z-score
Cn1c(C(=O)N2CCCCC2)cc2sccc21
  103 | 0.5
COc1cccc(OCc2nc3ccccc3n2Cc2ccccc2)c1
  111 | 0.9
CCCN1C(=O)c2[nH]nc(-c3ccc(F)cc3)c2C1c1ccc(O)c(OCC)c1 (stereo unspecified)
  111 | 0.7

Reprinted at random: 7 entries already listed
The line under a structure holds: PV pol inh | PV pol inh FP z-score
Cc1cc(C)n(CCCNC(=O)CSc2ccc(S(=O)(=O)N(C)C3CCCCC3)cn2)n1
  99 | -0.4
CCc1ccccc1N1CC(c2nc3ccccc3[nH]2)CC1=O (stereo unspecified)
  104 | 0.5
COc1cccc(NC2C=CS(=O)(=O)C2)c1 (stereo unspecified)
  101 | -0.2
Cn1cccc1/C=C1/C(=O)NC(=O)N(Cc2ccccc2)C1=O
  102 | 0.4
CCOc1ccc(CN(CCc2ccc3c(c2)OCO3)Cc2cccc(OC)c2)cc1
  100 | -1.5
CCN(CC)c1ccc(C(=O)N/N=C2\CC3CC=CC23)cc1 (stereo unspecified)
  101 | -0.7
O=C(O)C1C2C=CC(C2)C1C(=O)N1CCN(C2CCCCC2)CC1 (stereo unspecified)
  101 | -0.6

Next part:
The line under a structure holds: PV pol inh | PV pol inh FP z-score
CC(C)CN(CC(C)C)c1nnc(NC(=O)Nc2ccccc2)s1
  103 | 0.6
CC(C)c1cc(C(=O)NC(C)c2ccccc2)no1 (stereo unspecified)
  109 | 0.9
CCOC(=O)/C(C#N)=C1/C=C(C)c2ccccc2N1
  100 | -0.3
COc1cccc(NC(=O)c2ccc3nc(Cc4ccccc4)oc3c2)c1
  103 | -0.9
COC(=O)CSc1n[nH]c(CNc2cccc(C)c2)n1
  101 | -0.2
CCCc1c(C(=O)OCC)[nH]c2c1C(=O)CCC2
  100 | -0.1
O=C(O)CCC(=O)c1ccco1
  103 | 0.6
Cc1ccc(NC(=O)CSc2nc(=O)n(Cc3ccco3)c3c2CCC3)cc1F
  76* | -5.8*
O=C(CSc1nnnn1C1CCCC1)c1ccc2c(c1)OCCO2
  102 | 0
O=C(OCc1csc(Nc2ccccc2)n1)c1cccc(S(=O)(=O)N2CCOCC2)c1
  104 | 0.3
CC(CCc1ccccc1)NC(=O)Cc1noc2ccccc12 (stereo unspecified)
  102 | -1
O=C(COc1ccccc1Br)Nc1ccc(C(=O)OC2CCCCC2)cc1
  107 | 0.4
CCN(CC)C(=O)Cn1cc(SCC(=O)N(C(C)C)C(C)C)c2ccccc21
  103 | 0.2
c1ccc(-c2nc(-c3cccnc3)n[nH]2)cc1
  97 | -0.2
CCN=C(Nc1cc(-c2ccccc2OC)[nH]n1)SC
  103 | 0.3
O=C(COC(=O)c1ccc(Cl)nc1)NC1CCCCC1
  101 | -0.1
Oc1c(C(c2ccccc2F)N2CCC3(CC2)OCCO3)sc2nc(-c3ccco3)nn12 (stereo unspecified)
  107 | 0.2
CC1CCCCN1S(=O)(=O)c1ccc(NC(=O)C2COc3ccccc3O2)cc1 (stereo unspecified)
  103 | 0.3
COc1cc(NC(=O)c2ccc3c(SCC(=O)O)c4c(nc3c2)CCC4)cc(OC)c1OC
  102 | 0.3
COc1ccc(N2CCN(C(=O)c3cn(C)c(=O)c4c3c3ccccc3n4C)CC2)cc1
  103 | 0.4
Cc1ccc(CN(C(=O)COc2ccc(Cl)cc2C)C2CCS(=O)(=O)C2)o1 (stereo unspecified)
  118 | 0.2
CCOC(=O)CN1N=NC2C(=O)N(c3ccccc3)C(=O)C21 (stereo unspecified)
  100 | -0.6
COCCCNS(=O)(=O)c1ccc(N2CCCCS2(=O)=O)cc1
  108 | 0.4
O=C(Nc1ccccc1)C1CCCN1C(=O)NCc1ccccc1 (stereo unspecified)
  101 | 0.1
CC(C)c1ccc(NC(=O)NN2CCOCC2)cc1
  102 | -0.3
Cn1cccc1C(=O)c1ccc(Cl)cc1
  100 | -0.3
C[C@]12C=CC(=O)C=C1CCC1C3C[C@@H](O)[C@](O)(C(=O)CO)[C@@]3(C)C[C@H](O)[C@@]12F (stereo partly specified)
  100 | 0.1
CNC(=O)C1=C(C)Nc2nc3ccccc3n2C1c1cccs1 (stereo unspecified)
  104 | 0.2
O=C(OCC1CCCO1)c1ccc2c(c1)N(Cc1ccccc1)C(=O)c1ccccc1S2(=O)=O (stereo unspecified)
  107 | 0.1
CCOC(=O)c1nc(Nc2ccccc2C)c2ccccc2n1
  103 | -0.6
O=C(CSc1cccc2cccnc12)NC(c1ccccc1)c1ccccc1
  103 | 0.4
Cc1cccn2c(=O)c3cc(C(=O)NC4CCCCCC4)sc3nc12
  98 | -0.9
CCOC(=O)c1c(CC(C)C)csc1NC(=O)C#Cc1ccccc1
  100 | -0.2
COc1ccc(-n2nnnc2SCC(=O)N2CC(=O)Nc3ccccc32)cc1
  104 | 0.2
COc1ccc(S(=O)(=O)N(C)CC(N)=O)cc1
  96 | -0.9
O=C(OCC(=O)N1CCCC1)c1c(Cl)cccc1Cl
  102 | 0.2
CCC(NC(=O)Nc1cccc(C)c1)c1c(-n2cccc2)sc2c1CCN(C)C2 (stereo unspecified)
  109 | -0.2
C=CCNC(=O)c1c(O)c2cccc3c2n(c1=O)CCC3
  101 | -0.3
COc1ccc(-n2cc(C(=O)Nc3cc(C)ccc3OC)nn2)cc1
  99 | -1.3
O=c1/c(=C\c2ccc(N3CCCC3)c(F)c2)sc2nc3ccccc3n12
  111 | 3.6
C/C(N)=C(/C#N)C(=O)CSc1nc2cc(S(=O)(=O)N3CCCCC3)ccc2o1
  103 | 0.2
O=C(CCc1ccccc1)N(Cc1cccnc1)c1nc2c(F)cc(F)cc2s1
  103 | -0.7
COc1ccc(CC(=O)N2c3ccccc3CCc3ccccc32)cc1
  100 | -0.7
COc1cc([C@@H]2c3cc4c(cc3[C@@H](O[C@@H]3O[C@@H]5CO[C@@H](C)O[C@H]5[C@H](O)[C@H]3O)C3COC(=O)[C@@H]32)OCO4)cc(OC)c1O (stereo partly specified)
  103 | 0.4
O=C(NCc1ccccc1)NC1CCS(=O)(=O)C1 (stereo unspecified)
  105 | 0.8
O=C(O)CCCCCN1CCN(c2ccccc2)CC1
  97 | -0.5
CCOC(=O)N1CCC2(CC1)OC(=O)C(C)=C2C(=O)N1CCCC1
  101 | -0.3
C=C1C(C(=O)N2CCCC2)C1C(=O)N1CCCC1 (stereo unspecified)
  103 | 0.1
Cc1cc2nc(CSc3ccccc3)cc(=O)n2o1
  98 | -1.6
SCc1nc2c3ccccc3ncn2n1
  82 | -3
CC(c1ccccc1)N1CCNCC1 (stereo unspecified)
  102 | 0
COc1ccc(CNC(=S)Nc2ccccc2)cc1
  104 | 1
Cc1ccc(OCC(=O)N(c2ccccn2)C2CCCCC2)c(C)c1
  99 | -0.3
CCNC(=S)N/N=C/c1ccccc1OC(C)C
  103 | 0
COC(=O)CNC(c1ccccc1)c1cc(Br)ccc1NC(=O)c1ccccc1 (stereo unspecified)
  103 | 0
COc1cccc(CN2C(=O)c3ccccc3Sc3ccc(C(=O)NCc4ccccc4)cc32)c1
  114 | 1.6
Cc1ccc(P(=S)(c2ccc(C)o2)N2CCOCC2)o1
  105 | -0.2
C=CCc1c(C)nc(SC(C)C)[nH]c1=O
  101 | 0.2
COc1ccc(CNS(=O)(=O)c2csc(C(N)=O)c2)cc1OC
  110 | 0.6
O=C(CCc1nc(-c2ccccc2F)no1)NCCN1CCOCC1
  102 | 0.3

Later entries.
The line under a structure holds: PV pol inh | PV pol inh FP z-score
COc1cccc(C2CC(c3cccs3)=NN2C(=O)CN2CCOCC2)c1OC (stereo unspecified)
  107 | 1.1
Cc1oc(-c2cc(Cl)ccc2Cl)cc1C(=O)NC(C)C
  102 | 0
CCCn1c(N)c(C(=O)CN2CCCCC2)c(=O)[nH]c1=O
  101 | -0.1
CC(C)(C)NC(=O)C[n+]1cccc(/C=N/O)c1
  103 | 0.2
CC(C)(C)OC(=O)Cn1nc(C(=O)O)c2ccccc2c1=O
  102 | -0.2
NC(=O)CSc1nc2ccccc2c(=O)n1Cc1ccc(Cl)cc1
  95 | -0.9
O=C(CCCCl)N1CCOCC1
  101 | -0.2
O=C(Nc1ccc(Cl)c(Cl)c1)N(CCCN1CCOCC1)Cc1cccnc1
  101 | -0.6
CC(C)c1ccc(NC(=O)C2(C)Cc3ccccc3C(=O)O2)cc1 (stereo unspecified)
  107 | 0
Cc1ccc(C(=O)CSc2nnc(CSc3nc(C)cc(C)n3)n2C)cc1
  103 | 0.4
CS(=O)(=O)NCc1ccc(C(=O)NCc2ccccc2)cc1
  106 | 0.4
Cn1ccnc1C(O)c1ccco1 (stereo unspecified)
  100 | -0.2
Nc1nc(-c2ccccc2)c(CC(=O)O)s1
  102 | 0.5
O=C(CNC(=O)c1ccccc1)ON1C(=O)CCC1=O
  103 | 0.2
COc1cc2c(-c3ccc(C)cc3)nc3c(c(C)nn3-c3ccccc3)c2cc1OC
  108 | 0.7
S=C(NNc1nc(N2CCCCC2)nc(N2CCCCC2)n1)NC1CCCCC1
  101 | 0.1
O=C(Nc1ccccc1)C(O)C(O)C(=O)Nc1ccccc1 (stereo unspecified)
  101 | -0.2
COc1ccc(-c2cn3c(n2)sc2cc(C(=O)NC(C)C45CC6CC(CC(C6)C4)C5)ccc23)cc1 (stereo unspecified)
  110 | 0.8
CN(C)/N=C/c1cc(Br)c(O)c(Br)c1
  100 | -0.1
CCCCNC(=O)Nc1ccc(OC)c(OC)c1
  104 | 0.1
CC1CCc2cc(F)ccc2N1C(=O)c1ccc2nccnc2c1 (stereo unspecified)
  100 | -0.1
CN(C)c1nc(Cl)nc(NCCOc2ccccc2)n1
  101 | -0.4
CS(=O)(=O)c1ccc(NC(=O)CCCc2nc3ccccc3c(=O)[nH]2)cc1
  103 | -0.1
CCOc1ccc(NC2=NC(C)CS2)cc1 (stereo unspecified)
  100 | -0.3
O=C(Cn1ncc2c3ccccc3n(Cc3ccc(F)cc3)c2c1=O)NCCCN1CCCCC1
  104 | -0.5
Cc1cccc(NC(=O)Cn2cc(C(=O)C3CCCCC3)c3ccccc32)c1C
  103 | -0.3
O=C(c1ccc(Cl)c(Cl)c1)C12CN3CN(CN(C3)C1)C2
  100 | -0.4
OCCCc1n[nH]c(=S)n1-c1ccccc1
  102 | 0
CCOC(=O)c1ccc(N=Cc2ccc3ccccc3c2)cc1
  102 | -0.1
COc1cccc(-n2cc(C(=O)NCCc3cccc(C)c3)c3ccccc3c2=O)c1
  101 | -1.1
COc1ccc(N2CCN(S(=O)(=O)c3ccc4c(c3)C(C(C)C)C(=O)N4)CC2)cc1 (stereo unspecified)
  103 | -1.1
